# Screening data: PubChem BioAssay, Broad Institute
# esBAF inh: blocks esBAF chromatin remodeling in mouse ES cells; Bmi1-luciferase knock-in reporter, 24 h; 100% = twice the neutral-well signal; AID 602393; actives 2% (n = 350,000); reporter increase, % at 12.5 µM; in the data active = activation above about 40%;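 note: 0% = median of the plate's neutral control wells and 100% = double that signal; a rise in the Bmi1 reporter signal indicates esBAF inhibition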
# ARNT TACC3 PPI: disrupts binding between human ARNT and TACC3; Q9Y6A5; AlphaScreen His-ARNT PAS-B/GST-TACC3 binding, luminescence; TACC3 fragment carries E629A point mutation; inhibition, % at 9.99 µM; actives 0.66% (n = 390,000); AID 623870;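 active = mean inhibition of replicates at least 50% and at least half of replicates each reaching 50%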;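 note: 0% = complete ARNT plus TACC3 wells and 100% = ARNT alone without TACC3; many hits fall short of the cut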
# Cneo AK release: Cryptococcus neoformans lysis via adenylate kinase release. C. neoformans lysis, adenylate kinase release luminescence, 4 h; normalised: neutral wells 0, clomiphene wells 100. lysis activity, % at 15 µM. actives 0.2% (n = 360,000). AID 651654;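 active = mean lysis activity across replicates of at least 80%, whatever share of replicates individually reach that level; inactive = mean lysis activity below 80%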
#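 Test system: log-phase Cryptococcus neoformans yeast cells; Quantity: yeast cell density of 5 × 10^6 cells/mL; Buffer or medium: YPD; Doses: single compound concentration per well; Timing: 4 h at 37 °C static, read 1 h later; Measured by: AK luminescence; Read-out basis: lysis from increased AK signal; Control set: Clomiphene as positive control.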
# ERp5 inh: blocks human ERp5 reductase activity on insulin; Q15084; ERp5 insulin aggregation, absorbance 650 nm, 90 min; inhibition, % at 9.99 µM; actives 0.05% (n = 350,000); AID 651711;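 active = mean replicate inhibition above about 25%, with every replicate also reaching it, limit read from the data, passing the limit was not always enough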
# Target sequence (Q15084 whole entry, looked up): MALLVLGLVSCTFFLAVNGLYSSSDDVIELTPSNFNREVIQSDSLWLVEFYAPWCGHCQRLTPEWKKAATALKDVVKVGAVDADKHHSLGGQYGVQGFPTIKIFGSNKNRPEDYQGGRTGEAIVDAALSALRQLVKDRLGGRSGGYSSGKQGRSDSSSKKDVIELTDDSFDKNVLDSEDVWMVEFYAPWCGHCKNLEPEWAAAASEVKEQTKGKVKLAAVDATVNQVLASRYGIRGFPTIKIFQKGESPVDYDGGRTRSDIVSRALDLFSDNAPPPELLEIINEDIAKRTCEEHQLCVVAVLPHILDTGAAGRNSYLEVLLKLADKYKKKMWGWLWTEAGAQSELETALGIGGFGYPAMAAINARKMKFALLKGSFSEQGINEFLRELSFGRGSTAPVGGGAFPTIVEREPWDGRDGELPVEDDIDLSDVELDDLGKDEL
# SIRT5 block: inhibitors of human sirtuin-5 desuccinylase | actives 1.1% (n = 330,000) | Q9NXA8 | Purified SirT5, succinyl-peptide AMC, trypsin-coupled fluorescence | inhibition, % at 15 µM; in the data active = inhibition above about 15%
# Target sequence (Q9NXA8 whole entry, looked up): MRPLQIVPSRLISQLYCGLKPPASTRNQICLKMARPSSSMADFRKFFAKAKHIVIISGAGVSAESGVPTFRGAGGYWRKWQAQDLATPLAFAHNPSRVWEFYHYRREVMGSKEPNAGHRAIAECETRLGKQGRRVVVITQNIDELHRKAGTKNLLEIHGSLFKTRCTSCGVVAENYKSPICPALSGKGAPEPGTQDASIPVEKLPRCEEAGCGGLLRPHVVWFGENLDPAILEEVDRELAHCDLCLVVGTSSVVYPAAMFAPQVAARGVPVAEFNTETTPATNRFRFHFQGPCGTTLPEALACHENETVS
# miR122 inh: miR-122 inhibition in Huh7 cells; Huh7 miR-122 Renilla luciferase sensor, 48 h; neutral wells = 0, positive control = 100; actives 0.3% (n = 340,000); activation (reporter increase), % at 12.5 µM; AID 602342;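 active = mean replicate activation score at least 90 and every replicate individually at or above 90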;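 note: higher luciferase means less miR-122 activity so hits act as miR-122 inhibitors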
# C2C12 statin: protects C2C12 myotubes from simvastatin toxicity; AID 602340; ATP luminescence, 48 h; scaled: DMSO 0, geranylgeraniol control 100; rescue of ATP level, % at 7.49 µM; actives 0.78% (n = 330,000);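 active = mean ATP rescue above about 67%, or every replicate alone reaching that limit, limit read from the data, passing the limit was not always enough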;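 note: myotubes were challenged with 10 µM simvastatin during compound exposure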
# * = called active by the depositor; x = no result given; [ ] = another dose, or the depositor's remark.
# Start of the data: the first three compounds, to show the layout:
SMILES,esBAF inh,ARNT TACC3 PPI,Cneo AK release,ERp5 inh,SIRT5 block,miR122 inh,C2C12 statin
O=C(Cc1ccc(Br)cc1)OCC(=O)c1ccc[nH]1,2.6,30.6,2.8,-7.0,4.0,-5.1,11.0
CCCn1nc(Oc2nc(NCC)nc(NCC)n2)ccc1=O,-8.8,-6.5,0.5,x,x,-5.1,-2.6
CCc1cnc(N2[C@H](C#N)[C@H](c3ccc(C#CCC4CCCC4)cc3)[C@@H]2CO)s1,0.2,17.3,0.9,4.3,0.5,x,10.6

# All compounds of this part, from the start:
SMILES,esBAF inh,ARNT TACC3 PPI,Cneo AK release,ERp5 inh,SIRT5 block,miR122 inh,C2C12 statin
O=C(Cc1ccc(Br)cc1)OCC(=O)c1ccc[nH]1,2.6,30.6,2.8,-7.0,4.0,-5.1,11.0
CCCn1nc(Oc2nc(NCC)nc(NCC)n2)ccc1=O,-8.8,-6.5,0.5,x,x,-5.1,-2.6
CCc1cnc(N2[C@H](C#N)[C@H](c3ccc(C#CCC4CCCC4)cc3)[C@@H]2CO)s1,0.2,17.3,0.9,4.3,0.5,x,10.6
Cc1cccc(N2CCN(C(=O)CN3CCOc4ccccc43)CC2C)c1 (configuration not stated),4.6,11.7,-2.1,-0.9,x,-0.3,-3.3
C[C@@H]1CN([C@H](C)CO)C(=O)c2cccc(NS(=O)(=O)c3cccs3)c2O[C@H]1CN(C)C(=O)Nc1ccc2c(c1)OCO2,6.7,2.3,2.5,-2.0,-2.6,7.7[16.7 µM],24.2
COc1ccc(NC(=O)c2c(C)noc2C(C)C)cc1S(=O)(=O)N1CCCCC1,-0.4,37.8,2.1,0.6,-0.9,-5.6,3.5
O=C(NC(=S)Nc1cccc2cc(O)ccc12)c1ccccc1Br,x,18.0,0.8,0.3,1.3,-8.1,x
COc1ccc(N2CCN(C(=O)COC(=O)c3c(-c4ccccc4)noc3C)CC2)cc1,-0.2,-7.5,0.2,-2.9,-14.2,-3.7,-8.2
CN1C(=O)c2cc(NC(=O)c3cscn3)ccc2OC[C@@H]2O[C@@H](CC(=O)NCc3ccc(Cl)c(Cl)c3)CC[C@H]21,5.0,6.8,1.0,2.8,-0.4,0.0[16.7 µM],17.0
O=C(/C=C/c1cccc([N+](=O)[O-])c1)NCCSCc1ccc(Cl)cc1,x,-2.0,x,4.8,-4.7,x,x
CC(C)C(=O)N1CCC(c2nc(-c3ccc(S(=O)(=O)N4CCCC4)cc3)no2)CC1,-2.7,-4.4,1.5,x,x,-0.6,24.4
CN(C)C(=O)c1cccc(-c2ccc([C@@H]3[C@H](CO)N4CCCCN(C(=O)C5CCCC5)C[C@@H]34)cc2)c1,x,2.5,0.0,5.0,2.5,-22.3[16.7 µM],x
OC(CC#CCN1CCCC1)(c1ccccc1)c1ccccc1,x,-3.9,x,3.3,-5.9,x,x
O=C(C1CCN(S(=O)(=O)N2CCC3(CC2)OCCO3)CC1)N1CCc2ccccc2C1,15.6,5.6,-0.9,-2.5,-2.4,x,0.7
O=c1c(-c2c(O)cc(O)c3c(=O)cc(-c4ccc(O)cc4)oc23)c(-c2ccc(O)cc2)oc2cc(O)cc(O)c12,2.7,4.0,9.2,6.9,12.0,-7.1,-1.9
C[C@H]1CCCCO[C@@H](CN(C)C(=O)Cc2ccccc2)[C@@H](C)CN([C@@H](C)CO)C(=O)c2cc(NC(=O)c3ccccc3)ccc2O1,1.6,-7.0,2.4,-2.0,-2.5,-4.7[16.7 µM],x
CC(=O)C[C@H]1c2ccccc2S(=O)(=O)N1c1ccccc1,-3.8,x,1.7,-2.7,-5.2,x,0.3
C[C@H](CO)N1C[C@H](C)[C@H](CN(C)S(=O)(=O)c2ccccc2)Oc2ccc(NS(=O)(=O)c3ccccc3)cc2CC1=O,1.0,7.5,-2.4,-1.4,5.1,-8.1[16.7 µM],-4.5
C[C@@H]1CN([C@H](C)CO)C(=O)c2cccc(NC(=O)C3CCOCC3)c2O[C@H]1CN(C)S(=O)(=O)c1cn(C)cn1,-5.0,-13.9,-7.2,4.8,-10.3,-6.9[16.7 µM],21.6
Cc1cccc(C)c1NC(=O)CN(C)C(=O)c1cccc(NS(=O)(=O)c2ccccc2)c1,x,3.5,5.0,-2.6,-2.2,5.2,5.6
O=C(CSc1nnc(CNC(=O)c2ccccc2F)o1)NCCc1ccccc1,-6.7,1.6,-0.7,x,x,-6.6,x
CCOC(=O)N1CCC(n2c(SCC(=O)N3CCC(C)CC3)nc3ccccc3c2=O)CC1,11.2,4.5,1.3,x,x,-0.8,x
CCN(CC)Cc1c(O)c(Cl)cc2c(C)c(C)c(=O)oc12,-0.2,-2.3,-0.9,x,x,0.3,5.0
CCOC(=O)N1CCC(=NNS(=O)(=O)c2cccc([N+](=O)[O-])c2)CC1,1.9,1.4,x,x,x,-11.5,0.6
Cc1cc(C(=O)Nc2ccc3c(c2)C(=O)N(C)[C@@H]2CC[C@H](CC(=O)N[C@H](C)c4ccccc4)O[C@@H]2CO3)no1,-4.1,x,x,x,x,16.7[16.7 µM],3.5
O=C(N/N=C/c1cccs1)c1cc(-c2cccc3ccccc23)n[nH]1,x,3.0,x,1.2,-2.7,x,x
O=C(NCc1ccc2c(c1)OCO2)C1COc2ccccc2O1 (configuration not stated),12.5,-2.4,-2.5,x,x,-1.6,1.1
COc1ccccc1N1CCN(C(c2cc3ccc(C)cc3[nH]c2=O)c2nnnn2C2CCCC2)CC1 (configuration not stated),-1.4,12.1,2.5,x,x,-5.5,2.4
O=C(Nc1nnc(-c2ccncc2)o1)c1ccc(Br)s1,x,-5.9,x,-4.2,2.3,x,x
Cc1ccc(-n2nc3c(c2NC(=O)C(C)C)CS(=O)(=O)C3)c(C)c1,-1.7,-0.9,-1.5,2.5,1.0,-5.1,-0.7

# Reformatted as labelled records: two of the compounds above
CC(=O)C[C@H]1c2ccccc2S(=O)(=O)N1c1ccccc1
- esBAF inh: -3.8
- ARNT TACC3 PPI: x
- Cneo AK release: 1.7
- ERp5 inh: -2.7
- SIRT5 block: -5.2
- miR122 inh: x
- C2C12 statin: 0.3

Cc1cccc(C)c1NC(=O)CN(C)C(=O)c1cccc(NS(=O)(=O)c2ccccc2)c1
- esBAF inh: x
- ARNT TACC3 PPI: 3.5
- Cneo AK release: 5.0
- ERp5 inh: -2.6
- SIRT5 block: -2.2
- miR122 inh: 5.2
- C2C12 statin: 5.6

# Other compounds follow.
SMILES,esBAF inh,ARNT TACC3 PPI,Cneo AK release,ERp5 inh,SIRT5 block,miR122 inh,C2C12 statin
COc1cc(/C=N/NC(=O)C(=O)N2CCCC2)ccc1O,-1.4,-0.2,-1.7,x,x,-6.2,-8.7
CC(NC(=O)c1ccco1)C(=O)OCC(=O)N1CCCCCC1 (configuration not stated),-5.2,0.2,0.0,-13.4,-2.7,4.4,2.4
O=C1N(Nc2ccccc2)C(c2ccc(Br)cc2)C12CCCC2 (configuration not stated),2.1,2.3,-1.0,x,x,27.5,1.8
COC(=O)c1ccc(-n2c(C)nc(=O)c(-c3ccccc3)c2C)cc1,-10.8,-0.3,x,-0.4,-6.2,2.1,-0.1
C[C@@H]1CCCCO[C@@H](CN(C)C(=O)Nc2ccc(C(F)(F)F)cc2)[C@H](C)CN([C@@H](C)CO)C(=O)c2cc(NS(=O)(=O)c3cn(C)cn3)ccc2O1,-3.7,-1.3,-1.7,2.6,6.2,4.0[16.7 µM],x
COCC(=O)N(C)C[C@@H]1Oc2ncc(C#Cc3ccncc3)cc2C(=O)N([C@@H](C)CO)C[C@H]1C,-3.7,-3.0,1.3,-2.5,-2.9,-2.3[16.7 µM],x
C[C@H](CO)N1C[C@H](C)[C@H](CN(C)Cc2ccc(Oc3ccccc3)cc2)Oc2ccc(NS(=O)(=O)c3cn(C)cn3)cc2C1=O,3.5,-6.0,2.9,-2.1,3.3,-3.2[16.7 µM],39.9
COc1ccc(S(=O)(=O)Nc2ccc3c(c2)C(=O)N([C@H](C)CO)C[C@@H](C)[C@H](CN(C)C)OCCCC[C@@H](C)O3)cc1,x,-2.1,0.1,2.8,-2.7,-1.2[16.7 µM],x
CCOC(=O)CCSc1nc(C)cc(C(F)(F)F)c1C#N,0.0,4.1,-2.3,x,x,-1.7,6.1
CC(=O)N(C)C[C@@H]1Oc2cc(C#C[C@H](C)O)ccc2S(=O)(=O)N([C@H](C)CO)C[C@H]1C,-4.4,3.6,-2.2,1.1,0.6,-4.8[16.7 µM],10.7
CCc1nc2c(OCc3ccc(Cl)cc3Cl)cccn2c1N(C)C(C)=O,2.5,x,8.6,5.4,1.6,7.2,-5.5
O=C(Nc1ccc(Oc2ccccc2)cc1)N[C@@H](Cc1ccccc1)C(=O)O,-3.0,-19.4,68.9,1.6,-3.0,x,0.2
O=C(O)CCc1ccc(-c2cccs2)n1NC(=O)c1ccc(Cl)cc1,-0.1,4.8,0.2,x,x,0.3,9.6
COCC(=O)Nc1ccc2c(c1)C(=O)N(C)C[C@@H](OC)[C@@H](C)CN(Cc1cc(F)ccc1F)[C@H](C)CO2,3.4,25.9,44.7,-2.1,-1.3,x,11.0
CCc1cccc2sc(N(CCCN3CCOCC3)C(=O)CS(=O)(=O)c3ccccc3)nc12,-4.1,-9.2,-0.6,5.1,3.2,-0.4,-10.9
COc1ccc(NC(=O)N(C)C[C@@H]2OCCCC[C@@H](C)Oc3ccc(NS(=O)(=O)c4ccc(C)cc4)cc3C(=O)N([C@@H](C)CO)C[C@@H]2C)cc1,-2.9,-2.2,-6.6,3.2,4.1,24.0[16.7 µM],x
O=C(NC1CCCC1)C(c1ccncc1)N(Cc1cccs1)C(=O)c1csnn1 (configuration not stated),0.4,-2.4,-0.1,x,x,-12.1,-38.3
CCCCc1ccc(S(=O)(=O)N2CCC3(CC2)OCCO3)cc1,-3.1,-5.6,3.4,0.1,-0.7,x,-17.4
C[C@@H]1CCCCO[C@H](CN(C)C(=O)Nc2ccc3c(c2)OCO3)[C@@H](C)CN([C@H](C)CO)C(=O)c2cc(NC(=O)c3ccncc3)ccc2O1,2.1,-2.9,2.0,1.9,1.8,-3.3[16.7 µM],x
O=C(COc1ccccc1)Nn1cnc2ccccc21,1.8,0.4,0.0,8.8,-4.6,x,-7.1
Cc1ccc(CN2CC(N3CCN(Cc4cccc(C)c4)CC3)CS2(=O)=O)cc1 (configuration not stated),-2.1,x,1.1,-1.4,-4.1,-7.7,-0.7
CCC1=NC(c2ccccc2)N(O)C1(C)C (configuration not stated),-5.5,6.3,0.0,x,x,-3.1,5.2
c1ccc(C2=Nc3ccccc3NC(c3ccccc3)C2)cc1 (configuration not stated),33.4,9.3,-1.3,x,x,-0.5,6.1
O=C(CCNS(=O)(=O)c1cccc2nonc12)NC1CCCCCC1,x,1.9,x,-1.2,-6.1,x,x
COc1ccc(/C=N/NC(=O)c2cc(=O)[nH]c3ccccc23)cc1OC,x,-10.9,x,3.7,3.9,1.7,x
CSc1ccccc1NC(=O)CN(C)C(=O)c1cccc(S(=O)(=O)N(C)C)c1,4.3,2.7,0.1,-6.5,-5.1,-0.2,-0.6
COc1ccc(C(=O)C2CCCN(Cc3cccn3-c3ccccn3)C2)cc1F (configuration not stated),-7.4,3.4,1.4,-0.5,0.2,-3.6,-17.7
COc1ccc(S(=O)(=O)Nc2ccc3c(c2)n(C)c(=O)n3C)cc1,x,-4.3,x,-4.7,-6.2,x,x
NNC(=O)c1cccc(COCC(F)(F)C(F)F)c1,x,2.6,x,-3.1,3.6,x,x
O=C(NCCc1ccco1)C(=O)NCCC1CCCCN1S(=O)(=O)c1ccccc1 (configuration not stated),-4.2,1.8,1.4,-2.3,-0.5,-2.7,0.3
CCN1CCN(CC(O)COCc2cc(OC)c(OC)c(OC)c2)CC1 (configuration not stated),x,-11.6,x,9.9,1.9,x,x
COc1ccc(/C=N/NC(=O)CSCc2ccc([N+](=O)[O-])cc2)cc1OC,x,5.4,0.1,x,x,6.6,x
CCCNC(=O)C[C@@H]1C[C@@H]2c3cc(NS(=O)(=O)c4cccc(OC)c4)ccc3O[C@@H]2[C@@H](CO)O1,-6.2,-4.5,-0.9,4.8,-2.5,6.3[16.7 µM],-5.9
